Compound activity as filed in PubChem BioAssay.
PfHsp40 yeast = rescue of PfHsp40-mediated yeast toxicity | 340,000 tested, 0.68% active | growth rescue, % at 12.5 µM | S. cerevisiae expressing PfHsp40, growth rescue, ATP luminescence; in the data active = growth rescue above about 28%, passing the limit was not always enough; inconclusive = no clear call, values can overlap the other calls;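 note: yeast W303a lacking pdr1 and pdr3 grown in galactose medium; growth measured after three days at 30 °C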
CCHFV vOTU inh = CCHFV vOTU protease inhibition. Pep-AMC fluorescence. inhibition, % at 11.5 µM. 370,000 tested, 0.55% active. AID 651958; in the data active = inhibition above about 30%; note: 0% = vehicle wells with enzyme and 100% = no enzyme wells
BoNT-A LC inh2 = inhibitors of Botulinum neurotoxin A light chain protease. inhibition, % at 10 µM. 360,000 tested, 0.17% active. multiplex microsphere protease substrate cleavage, flow cytometry; note: plate controls were buffer without enzyme for full effect and enzyme alone for no effect
BoNT-F LC inh = blocks Botulinum neurotoxin F light chain protease; Multiplex microsphere protease cleavage assay, flow cytometry; inhibition, % at 10 µM; 360,000 tested, 0.22% active; AID 588497; in the data active = inhibition above about 35%, passing the limit was not always enough; inconclusive = no clear call, values can overlap the other calls; note: plate controls were buffer without enzyme for full effect and enzyme alone for no effect
FadD28 binding = blocks FadD28 binding to the bisubstrate probe; fluorescence polarization; inhibition, % at 12.5 µM; 360,000 tested, 0.22% active; in the data active = inhibition above about 8.5%, passing the limit was not always enough; inconclusive = no clear call, values can overlap the other calls
Anthrax LF inh2 = blocks Bacillus anthracis lethal factor protease; inhibition, % at 10 µM; AID 588501; multiplex microsphere protease cleavage assay, LF; 360,000 tested, 0.12% active; P15917; note: plate controls were buffer without enzyme for full effect and enzyme alone for no effect
PrPC surface inh = reduces human prion protein on the cell surface. cell surface PrPC, TR-FRET read-out. inhibition, % at 13.8 µM. P04156. 370,000 tested, 0.43% active; in the data active = inhibition above about 24%; note: 0% = median of the test wells and 100% = reference compound wells
TcdB inh = TcdB glycohydrolase inhibition; P18177; TcdB glycohydrolase enzymatic assay, plate reader; inhibition, % at 9.99 µM; 350,000 tested, 0.24% active; AID 652162; in the data active = inhibition above about 10%
Y pestis TopoI = inhibitors of Yersinia pestis topoisomerase I. Y. pestis Topo-I cleavage product accumulation, plate reader. activity, % at 10 µM. 360,000 tested, 0.064% active. AID 504884; in the data active = activity above about 50%, passing the limit was not always enough; inconclusive = no clear call, values can overlap the other calls; note: inactives centre near 2
Numbers without * were called inactive; ? = inconclusive; . = no result given. Cut-off read from the data, not from the text of the source, unless noted: active = inhibition above about 30%; inconclusive = no clear call, values can overlap the other calls; inactive = below that.

SMILES	PfHsp40 yeast	CCHFV vOTU inh	BoNT-A LC inh2	BoNT-F LC inh	FadD28 binding	Anthrax LF inh2	PrPC surface inh	TcdB inh	Y pestis TopoI
O=[N+]([O-])c1ccc(S(=O)(=O)NN=Cc2ccc3c(c2)OCO3)cc1	-0.1	2	1.2	1	0.8	-3	-20	1.7	8
Cc1ccccc1CSc1nnc(-c2ccccn2)n1N	0.3	-3	0.3	1	-3.3	1	-7	.	6
CCc1ccc2oc(-c3ccc(OC)cc3)cc(=Nc3c(C)n(C)n(-c4ccccc4)c3=O)c2c1	-0.7	-138	-0.6	4	0.1	-8	-7	-3.6	-7
Fc1ccc(Cn2ccc(-c3cnc(-c4ccccc4)s3)n2)cc1	58*	-30	-0.1	5	-5.2	-5	-7	.	28
CC(=O)Nc1ccc(NC(=O)CCCSc2nc3ccccc3[nH]2)cc1	-0.7	6	0.0	-8	-0.3	-2	7	1.2	7
COc1ccc(Cn2c(CCC(=O)Nc3ccccc3OC)nc3cccnc32)cc1	1.9	-8	-0.8	-4	-2.6	0	8	2.2	2
Cc1cccc(OCc2nc(C)cc(=O)[nH]2)c1	-1.3	8	0.3	2	-0.4	2	0	.	1
C[C@H](CO)NC(=O)[C@H](C)[C@@H]1C[C@@]1(C)[C@@H](NC(=O)OCc1ccccc1)c1ccccc1	0.1	-7	0.0	-10	-1.0	-2	1	-0.4	10
CCCCNC(=S)NNC(=O)c1ccncc1	9.6	-3	-0.9	-5	-0.6	-2	-1	0.2	0
CCOCc1nnc(NC(=O)CCC2CCCCC2)s1	-0.8	-11	0.1	?	-0.5	0	4	-1.5	9

Full records, looked up by structure.
Entry for `C[C@H](CO)NC(=O)[C@H](C)[C@@H]1C[C@@]1(C)[C@@H](NC(=O)OCc1ccccc1)c1ccccc1` : PfHsp40 yeast = 0.1; CCHFV vOTU inh = -7; BoNT-A LC inh2 = 0.0; BoNT-F LC inh = -10; FadD28 binding = -1.0; Anthrax LF inh2 = -2; PrPC surface inh = 1; TcdB inh = -0.4; Y pestis TopoI = 10
Entry for `Fc1ccc(Cn2ccc(-c3cnc(-c4ccccc4)s3)n2)cc1` : PfHsp40 yeast = 58*; CCHFV vOTU inh = -30; BoNT-A LC inh2 = -0.1; BoNT-F LC inh = 5; FadD28 binding = -5.2; Anthrax LF inh2 = -5; PrPC surface inh = -7; TcdB inh = .; Y pestis TopoI = 28

Other results.
SMILES	PfHsp40 yeast	CCHFV vOTU inh	BoNT-A LC inh2	BoNT-F LC inh	FadD28 binding	Anthrax LF inh2	PrPC surface inh	TcdB inh	Y pestis TopoI
Cc1ccc(C)c(C(O)c2ncc(-c3ccc(C(F)(F)F)cc3)[nH]2)c1 (configuration not stated)	.	11	-0.4	0	-0.7	-10	-2	1.9	-8
CN(CC(O)Cn1cnc2c1c(=O)n(C)c(=O)n2C)c1ccccc1 (configuration not stated)	-0.5	-14	-0.5	-4	-4.1	2	12	0.7	-5
CSc1nc2c(=S)[nH]c(=S)[nH]c2s1	.	1	0.9	0	1.2	1	7	-1.0	.
COc1ccc(C(=O)Nc2ccc(C(=O)OCC(=O)c3ccccc3)cc2)cc1	0.0	3	-0.9	-31	-0.7	-6	-6	.	3
Cc1cccc(-n2ncc3c2CCCC3NC(=O)c2cccs2)c1C (configuration not stated)	.	1	-0.3	-1	1.5	3	15	1.6	5
COC(=O)c1cccc2c(C(=O)O)cc(-c3ccccc3)nc12	-2.2	-9	-0.6	-7	-3.3	2	-4	2.6	4
COc1cc(CNc2ccc(C)c(C)c2)cc(OC)c1OC	2.3	.	-4.0	-9	-0.8	-6	.	.	1
CC(=O)c1c(C)[nH]c(C(=O)COC(=O)COc2ccccc2F)c1C	-0.9	7	-0.3	-10	-0.6	-2	-2	2.4	-3
CC(=O)NC1(c2ccc(F)cc2)CCN(C(=O)c2c(F)cccc2F)CC1	1.4	-7	0.4	6	-3.1	-3	-3	0.4	2
CSc1nnc(C(C)(C)C)c(=O)n1/N=C/c1ccccc1	1.2	-7	0.6	1	0.9	-4	7	0.3	0
Cc1cccn2cc(CNC(=O)C3CCCCC3)nc12	-0.7	-3	0.0	8	-0.2	-4	-5	.	5
CC(Cc1cccs1)NCc1ccc(Cl)cc1 (configuration not stated)	-0.7	-9	-1.1	-4	1.2	-9	3	0.4	1
CC[N+](CC)(CC#Cc1ccccc1)CC#Cc1ccccc1	0.0	-16	0.9	8	-0.2	8	1	1.2	3
COc1ccc(OC)c(NS(=O)(=O)c2ccc(NC(=O)C3COc4ccccc4O3)cc2)c1 (configuration not stated)	5.0	8	-0.4	-14	-7.3	-6	-4	.	9
CCCOc1ccc(Oc2nc(-c3ccncc3)nc3ccccc23)cc1	-0.7	-12	0.4	-10	0.4	0	2	-0.8	-8
O=C(COC(=O)CNC(=O)c1ccco1)Nc1ccc(F)cc1	1.1	-1	0.0	-10	-1.4	2	8	-0.8	2
CCN(CC)S(=O)(=O)c1ccc(NC(=O)CCNC(=O)c2ccccc2)cc1	-0.9	-2	-1.9	28	.	-12	-1	0.9	8
C=CCNC(=O)c1ccc(NC(=O)CC2SC(N3CCCC3)=NC2=O)cc1 (configuration not stated)	-0.7	-2	1.9	30	-3.2	-1	2	1.4	-11
CC(NC(=S)NC1CCC(C(C)(C)C)CC1)c1ccccc1 (configuration not stated)	71*	-8	0.1	0	-3.8	-1	11	-0.6	21
Cc1cccc(NS(=O)(=O)c2ccc3c(c2)OCCO3)c1	-0.4	4	0.5	-5	0.2	-4	-3	.	8
Cc1cc(NC(=O)c2cccc(S(=O)(=O)N3CCOCC3)c2)c2ccccc2n1	0.4	5	-0.1	2	-0.1	-1	10	0.8	0
CCCC(=O)N1CCCC1(C)C(=O)Nc1cccc(OC(C)C)c1 (configuration not stated)	.	15	-0.1	-2	-1.4	2	2	0.8	0
CSc1ccc(OC2(C)CCN(Cc3cc4ccccc4o3)C2)cc1 (configuration not stated)	.	8	-0.4	-4	-1.2	-8	0	0.4	-4
CC(C)(C)N(C=C(Cl)Cl)C(=O)NC1CCCCC1	-0.7	-1	0.0	-6	0.5	0	5	.	-4
CN1CCN(C2=CC3=CC(=C(C#N)C#N)CCC3CC2)CC1 (configuration not stated)	0.1	.	-6.8	12	-0.3	0	.	.	-19
Cc1cc(N2C(=O)C3C4CCC(C4)C3C2=O)no1 (configuration not stated)	-0.3	1	0.8	8	-1.2	-5	0	0.9	-9
CCC(C)(C)NC(=O)c1cc(C(=O)OC)cc([N+](=O)[O-])c1	-1.2	0	3.3	6	0.2	-3	-23	.	7
COC(=O)c1cn(Cc2ccccn2)c(=O)c2ccccc12	0.2	-7	-0.9	-2	-2.5	-1	3	2.0	3
Cc1ccc(C(=O)N/N=C/C=C/c2ccccc2)cc1	-1.3	18	-0.2	0	-3.2	1	10	-0.3	-2
O=C(Nc1ccccc1)c1ccc(S(=O)(=O)NCc2ccco2)cc1	0.2	11	-0.1	4	-1.4	-1	10	.	-5
CN(c1ccccc1C(=O)Nc1cccnc1)S(C)(=O)=O	0.7	-11	-0.8	-1	0.9	-5	-2	.	9
CC1CCCCN1Cc1c(O)ccc2c(=O)c(-c3ccc(Cl)cc3)coc12 (configuration not stated)	0.0	-67	1.2	-10	0.5	0	1	1.2	6
CCc1ccc(OCC(=O)NC(NC(=S)Nc2ccccc2OC)C(Cl)(Cl)Cl)cc1 (configuration not stated)	-1.0	13	-0.3	-5	0.0	0	3	-0.9	1
Cc1cc(C)n2nc(SC(C)C(=O)Nc3ccccc3F)nc2n1 (configuration not stated)	-1.3	8	0.2	4	-0.3	-1	0	1.1	9
CCc1ccc(-c2nc(CS(=O)CC(=O)NCCCN3CCOCC3)c(C)o2)cc1 (configuration not stated)	0.1	4	-1.4	-8	0.6	0	1	0.7	11
COc1cc2[nH]c(=S)n(Cc3ccc(C)o3)c(=O)c2cc1OC	0.3	4	-1.9	7	-4.6	-7	-2	.	4
O=C1c2ccccc2C(c2nnnn2Cc2ccccc2)N1CCCN1CCOCC1 (configuration not stated)	.	7	0.6	9	.	8	5	-6.9	.
CC(=O)c1cccc(NC(=S)N2CCN(S(=O)(=O)c3ccccc3)CC2)c1	-0.8	3	-2.0	-6	0.5	2	5	0.1	3
COc1ccccc1NC(=O)C(C)Sc1nc2ccccc2c(=O)n1CC1CCCO1 (configuration not stated)	-0.3	-4	0.7	3	-4.9	2	1	-1.3	17
CCn1c2ccc(F)cc2c2nnc(SCCN3CCOCC3)nc21	-1.1	14	-1.7	2	.	0	-17	2.7	4

Continued, starting with the last 5 of the part before.
SMILES	PfHsp40 yeast	CCHFV vOTU inh	BoNT-A LC inh2	BoNT-F LC inh	FadD28 binding	Anthrax LF inh2	PrPC surface inh	TcdB inh	Y pestis TopoI
COc1cc2[nH]c(=S)n(Cc3ccc(C)o3)c(=O)c2cc1OC	0.3	4	-1.9	7	-4.6	-7	-2	.	4
O=C1c2ccccc2C(c2nnnn2Cc2ccccc2)N1CCCN1CCOCC1 (configuration not stated)	.	7	0.6	9	.	8	5	-6.9	.
CC(=O)c1cccc(NC(=S)N2CCN(S(=O)(=O)c3ccccc3)CC2)c1	-0.8	3	-2.0	-6	0.5	2	5	0.1	3
COc1ccccc1NC(=O)C(C)Sc1nc2ccccc2c(=O)n1CC1CCCO1 (configuration not stated)	-0.3	-4	0.7	3	-4.9	2	1	-1.3	17
CCn1c2ccc(F)cc2c2nnc(SCCN3CCOCC3)nc21	-1.1	14	-1.7	2	.	0	-17	2.7	4
CC(C)CC(NC(=O)c1ccc(Cl)cc1)C(=O)O (configuration not stated)	0.0	-10	?	1	-0.3	?	2	.	-2
O=C(NCC(=O)N(Cc1ccco1)C(C(=O)NC1CCCCC1)c1cccnc1)c1cccs1 (configuration not stated)	-0.9	7	-3.6	-41	0.8	-2	2	.	-3
CC12CCC(=O)C=C1CCC1C3CC(O)C(O)(C(=O)CO)C3(C)CC(O)C12F (configuration not stated)	-1.4	-9	-0.6	-12	-4.2	-5	-4	0.8	-1
CCOP(=O)(OCC)C(NC(=O)Nc1ccc(Cl)cc1)C(=O)N(CC)CC (configuration not stated)	1.1	13	0.3	1	-6.2	0	-3	0.1	-3
COc1ccc(CCNC(=O)C(=O)N2CCCCC2)cc1OC	0.8	1	0.3	-18	-0.7	2	-3	.	1
O=C(COC(=O)CCCC1=NS(=O)(=O)c2ccccc2N1)Nc1ccccc1	0.5	-3	0.8	5	-1.2	-4	-2	-0.9	-2
CCC1=NN2C(=N)/C(=C\c3ccc(OCCOc4ccccc4OC)cc3)C(=O)N=C2S1	?	8	-3.2	-3	-1.1	2	-6	1.0	14
c1ccc(CSc2nnnn2-c2cccc3ccccc23)nc1	-0.5	-2	-0.4	-18	-2.6	1	6	.	13
CCOc1cc(C)cc2oc(=O)cc(-c3ccccc3)c12	2.5	-5	2.4	16	-1.2	-1	-1	1.7	18
CC(C)CC1CC(=O)OC1(C)C(=O)CSc1nc2ccccc2s1 (configuration not stated)	-0.4	11	-0.1	3	-0.1	-1	-2	.	38
COc1ccccc1N1CCN(C/C(O)=C(\C#N)c2nc(-c3ccccc3)cs2)CC1	0.3	8	1.6	-6	1.8	-1	3	.	4
Cc1ccc(C(=O)NCCc2c[nH]c3ccccc23)s1	0.1	5	-5.0	-34	-0.1	-8	-1	2.3	-4
O=C(NC(=S)Nc1cccc(F)c1)c1cccc([N+](=O)[O-])c1	5.4	-8	-14	?	-1.1	11	1	0.6	2
O=[N+]([O-])c1cccc(S(=O)(=O)N2CCc3ccccc3C2)c1	-0.5	-10	.	.	-0.5	.	4	1.2	-2
COc1ccc(CCNC(=O)c2c(C)noc2C)cc1	2.5	-7	0.3	1	-0.1	0	5	-2.1	-1
CCCCCCCCc1nc(SC(C)C(=O)O)n[nH]1 (configuration not stated)	-0.7	-5	0.2	-2	-2.3	-1	1	-1.3	-3
Cn1c(CN2CCCC2)nc2cc(NC(=O)Nc3ccccc3)ccc21	-0.9	-4	-1.4	-38	-6.6	-5	-3	-0.9	-13
CCN(CC)C(=O)COc1ccc2c(c1)C(=O)CC(C)(C)O2	-0.4	-89	-1.2	-5	-1.1	0	3	0.8	6
COc1ccccc1Cc1c(-c2ccco2)nc2ccc(Br)cn12	.	7	2.1	0	-8.1	-2	20	-0.3	.
O=C(Cn1cc(C(F)(F)F)ccc1=O)Nc1ccccc1	-0.3	-11	-0.6	-5	-0.5	0	-3	0.8	8
c1ccc2sc(N3CCN(Cc4nnnn4CC4CCCO4)CC3)nc2c1 (configuration not stated)	0.0	2	0.5	6	-5.0	-1	2	.	15
